From PubChem BioAssay
V1R ag counter: V1a receptor agonism, counter-screen for OXTR agonists | P37288 | CHO-V1R cells, Fluo-8 calcium fluorescence, agonist mode; 0% DMSO, 100% 3 nM vasopressin | activation, % at 3 µM | 0.25% of 320,000 active;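 active = activation above the mean activation of all tested compounds plus 3 SD, per screening run, cut at about 20% in these data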;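 note: signal is peak over basal fluorescence ratio across a 100 second FLIPR read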
Target sequence (P37288 whole entry, looked up): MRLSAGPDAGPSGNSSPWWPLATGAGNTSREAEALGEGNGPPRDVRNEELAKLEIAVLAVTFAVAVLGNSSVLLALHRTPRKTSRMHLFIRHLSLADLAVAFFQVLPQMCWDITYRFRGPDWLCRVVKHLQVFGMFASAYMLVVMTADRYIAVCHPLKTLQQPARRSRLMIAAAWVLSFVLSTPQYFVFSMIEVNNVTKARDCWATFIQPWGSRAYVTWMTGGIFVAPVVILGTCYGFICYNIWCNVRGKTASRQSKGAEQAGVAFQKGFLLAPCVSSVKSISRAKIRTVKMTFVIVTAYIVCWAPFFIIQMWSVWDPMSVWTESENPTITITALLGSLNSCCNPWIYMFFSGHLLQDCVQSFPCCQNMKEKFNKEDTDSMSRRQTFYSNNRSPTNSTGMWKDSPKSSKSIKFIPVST
NALP1 inh: NALP1 inhibition | S. cerevisiae NALP1/ASC/caspase-1 growth, X-gal OD620, 72 h | inhibition, % at 10 µM | 0.61% of 280,000 active | AID 2071; in the data active = inhibition mostly above about 24%, no sharp cut-off; inactive = mostly below about 32%; note: some compounds called inactive have numbers as strong as hits
OXTR potentiate: human OXTR potentiation | 0.061% of 320,000 active | CHO-OTR cells, Fluo-8 calcium fluorescence, potentiator mode; 0% = oxytocin EC15, 100% = EC100 | activation, % at 3 µM | P30559 | AID 2445;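 active = activation above that plate's cutoff, the mean activation of tested compounds plus 3 SD, cut at about 6.6% in these data, passing the limit was not always enough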;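 note: 100% uses oxytocin at 75 nM as the full agonist control; some results filed as inactive read as strong as hits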
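test system = CHO-OTR cells, human receptor | compound = single-point 3.0 µM | schedule = 6 min compound pre-incubation at room temperature, 100 s kinetic read | signal = Fluo-8 no-wash calcium dye fluorescence, excitation 470-495 nm, emission 515-575 nm | repeats = single well per compound, singlicate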
OXTR ag: human OXTR agonism; activation, % at 3 µM; P30559; AID 2435; CHO-OTR cells, Fluo-8 calcium fluorescence; normalized: DMSO 0%, oxytocin 100%; 0.32% of 320,000 active;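 active = activation above the mean of all tested compounds plus 3 SD, cutoff set per screening run, cut at about 20% in these data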;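 note: peak over basal fluorescence ratio from a 100 s FLIPR kinetic read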
MEKK2 mut-MEK5: signal of MEK5 binding to mutant human MEKK2 PB1 domain. percent response, % at 10 µM. AID 1530. 0.35% of 290,000 active. bead flow cytometry, Alexa488-MEK5 binding to MEKK2 mutant; in the data active = percent response above about 24%, passing the limit was not always enough; note: inactives centre near 1; some results filed as inactive read as strong as hits; reference of the scale not given here
MEKK2wt PB1 HTS: raises or lowers MEK5 binding to wildtype human MEKK2 PB1 domain; binding response (% of control), % at 10 µM; Q9Y2U5; bead flow cytometry, Alexa488-MEK5 binding to MEKK2 WT; actives lie on both sides; 1.1% of 290,000 active; AID 1531; in the data active = binding response below about 67% or above about 130%
PfM18AAP inh: PfM18AAP enzyme inhibition | recombinant PfM18AAP, H-Glu-NHMec fluorogenic cleavage | inhibition, % at 7.35 µM | 1.2% of 290,000 active | AID 1822;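 active = inhibition above the campaign mean inhibition over all tested compounds plus 3 SD, cut at about 28% in these data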;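 note: 0% = plate median of test compound wells and 100% = 2 mM ZnCl2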
GPR7 antagonist: antagonists of human GPR7 (neuropeptides B/W receptor 1) | GPR7-expressing cells, fluorescence antagonist assay | inhibition, % at 4.4 µM | P48145 | 1.1% of 290,000 active; in the data active = inhibition above about 16%, passing the limit was not always enough;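 note: cells stimulated with the agonist NPW; 0% = agonist with vehicle and 100% = vehicle without agonist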
Target sequence (P48145 whole entry, looked up): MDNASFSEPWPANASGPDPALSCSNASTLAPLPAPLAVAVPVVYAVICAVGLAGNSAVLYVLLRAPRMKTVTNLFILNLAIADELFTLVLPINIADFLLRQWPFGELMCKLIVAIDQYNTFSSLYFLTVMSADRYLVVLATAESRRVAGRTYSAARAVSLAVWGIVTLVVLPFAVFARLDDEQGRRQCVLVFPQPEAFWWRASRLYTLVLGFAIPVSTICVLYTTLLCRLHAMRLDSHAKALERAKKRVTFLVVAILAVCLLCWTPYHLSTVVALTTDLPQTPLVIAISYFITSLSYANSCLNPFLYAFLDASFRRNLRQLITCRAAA
GalR3 antag: human GalR3 antagonism | 0.44% of 360,000 active | HEK293 GalR3-CNG cAMP membrane potential fluorescence; galR3 body fused to GalR1 C-terminus | inhibition, % at 3 µM;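 active = inhibition above the screen-wide average plus 3 SD, cut at about 13% in these data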;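 note: forskolin and galanin both at EC90 stimulate the cells; cAMP rise reported by CNG channel membrane potential dye signal; 0% = forskolin plus galanin with DMSO and 100% = forskolin alone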
Target sequence (O60755 1-299 limits assumed): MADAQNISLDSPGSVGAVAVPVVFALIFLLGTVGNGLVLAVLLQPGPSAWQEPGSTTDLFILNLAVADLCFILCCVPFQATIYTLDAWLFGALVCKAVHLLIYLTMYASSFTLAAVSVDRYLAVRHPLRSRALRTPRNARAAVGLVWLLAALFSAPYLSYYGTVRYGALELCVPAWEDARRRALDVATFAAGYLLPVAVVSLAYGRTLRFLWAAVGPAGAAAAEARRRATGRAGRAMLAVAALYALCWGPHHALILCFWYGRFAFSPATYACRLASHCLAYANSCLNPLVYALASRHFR
An asterisk follows results filed as active; · = not tested or not shown.

No.	structure	V1R ag counter	NALP1 inh	OXTR potentiate	OXTR ag	MEKK2 mut-MEK5	MEKK2wt PB1 HTS	PfM18AAP inh	GPR7 antagonist	GalR3 antag
1	O=C(c1cccc(N2CCNC2=O)c1)N1CCCC(Nc2cccc(F)c2)C1 (stereo not drawn)	0.2	2	-4	-0.7	9	108	2	-4	-3
2	CCC(N)C12CC3CC(CC(O)(C3)C1)C2 (stereo not drawn)	0.5	-9	3	1.0	3	110	4	-4	-2
3	CCCc1ccc(-c2csc(NC(=O)C3=COCCO3)n2)cc1	-0.3	·	-5	1.5	·	·	·	·	1
4	COc1ccc(C(=O)NCc2cc(C)nc3ccccc23)cc1OC	1.3	9	7	3.5	-1	101	1	-2	0
5	CCOC(=O)C1CCN(S(=O)(=O)c2ccc3[nH]c4c(c3c2)CCCC4)CC1	3.6	12	-12	3.4	0	103	-7	-23	0
6	COC(=O)Cc1cc(=O)n2[nH]c(C)nc2n1	-0.1	-12	0	1.0	-7	92	-1	-2	-4
7	Cc1ccccc1CC1(CO)CCCN(Cc2c(C)nn(C)c2Cl)C1 (stereo not drawn)	0.9	4	-2	0.0	-10	89	3	3	-8
8	COc1ccc(N(C(=O)c2ccco2)S(=O)(=O)c2cccs2)cc1	-1.4	13	-9	-2.6	-5	88	-2	4	-2
9	CN1CCN(C(=O)c2ccc3c(c2)NC(=O)C(N2CCOCC2)S3)CC1 (stereo not drawn)	0.0	-17	-9	0.7	3	98	6	-19	1
10	Cc1ccc(C(=O)C(C)OC(=O)Cn2cnc3c2c(=O)n(C)c(=O)n3C)cc1 (stereo not drawn)	2.3	·	-3	1.5	·	·	·	·	-4
11	C=CCNc1ccc(C(=O)O)cc1	0.5	16	-2	0.1	0	111	6	-2	1
12	COC(=O)c1ccc(CN2CCCC(CCC(=O)NCc3ccc(C)o3)C2)cc1 (stereo not drawn)	0.4	-2	-7	0.7	-13	99	-7	-11	6
13	O=C(COc1ccc2c3c(c(=O)oc2c1)CCCC3)NCc1cccnc1	-0.3	2	-5	0.7	2	101	-4	-1	-10
14	c1ccc(CNc2c3ccccc3nc3ccccc23)cc1	3.9	11	-16	2.1	7	119	0	5	-14
15	O=C(Nc1ccccc1N1CCOCC1)c1csc2c1CCCC2	-1.6	6	-5	-1.3	1	97	2	-12	-2
16	CC(=O)c1ccc(OC(=O)CCNC(=O)c2ccccc2)cc1	1.8	·	-1	2.1	·	·	·	·	-7
17	O=C(Nc1ccccc1F)C1(c2ccccc2)CC1(Cl)Cl (stereo not drawn)	0.0	24	1	-2.1	-3	90	4	-12	-12
18	COc1cccc(C(=O)COc2cccc(NC(=O)c3ccco3)c2)c1	1.4	10	-3	-0.5	-6	90	-3	-4	-4
19	C=CCNC(=O)c1onc(CSc2nc3ccccc3[nH]2)c1C(=O)NCC=C	-0.2	-8	3	0.9	-4	94	2	-7	-5
20	CCOc1ccc(C(=O)COC(C)=O)cc1	-0.2	-1	-2	-0.9	2	104	-1	1	4
21	COC(=O)c1ccc(CSc2nc(C)nc3c2c(=O)n(C)c(=O)n3C)o1	0.2	2	-3	-0.3	5	108	·	·	·
22	COc1ccccc1NS(=O)(=O)c1ccc(C(=O)NCCCN2CCCC2=O)cc1	0.1	·	-4	-0.6	·	·	·	·	-6
23	Cc1sc(NC(=O)CCC(=O)O)c(C(N)=O)c1-c1ccccc1	0.4	13	-6	0.1	1	100	8	-13	-2
24	Cc1ccc(S(=O)(=O)n2nc(C)cc2N)cc1	-0.6	4	-2	-0.8	10	107	4	-16	-2
25	CCOC(=O)C1=C(N)OC2=C(C(=O)CC(C)(C)C2)C1c1ccccc1OCC#N (stereo not drawn)	0.3	8	1	-0.5	-1	97	3	-10	-6
26	COc1ccc2c(c1OC)C(=O)OC2Nc1nc(-c2ccccc2)cs1 (stereo not drawn)	0.5	32	-1	-0.6	11	109	-2	10	-5
27	COc1ccc(CN2C(=S)NC(C)(C)CC2(C)O)cc1 (stereo not drawn)	-0.3	23	-2	0.0	-3	99	0	-14	-1
28	COc1ccc(NS(=O)(=O)c2cccc(C(=O)NNC(=O)c3ccccc3O)c2)cc1	-0.4	·	-2	0.6	·	·	·	·	-5
29	C/C(=N/NC(=O)c1ccoc1C)c1cccc(NC(=O)C(F)(F)F)c1	0.7	24	-2	0.4	-3	99	-16	-4	1
30	CN1C(=S)N(c2cccnc2)C(=O)/C1=C\c1ccc(N(C)C)cc1	·	17	·	·	-3	83	8	8	-9
31	O=C1c2ccccc2C(Nc2ccc(S(=O)(=O)N3CCCCC3)cc2)N1c1ccccn1 (stereo not drawn)	0.6	-2	-1	-1.1	9	105	-1	-4	·
32	O=c1nc2scc(-c3ccccc3)n2c2ccccc12	-1.2	-4	5	-1.9	-2	89	-10	-17	-10
33	CC(C)n1nc(C(=O)Nc2cccc(S(=O)(=O)N3CCOCC3)c2)c2ccccc2c1=O	-0.6	·	-4	-0.5	·	·	·	·	-3
34	CC(NC(=O)c1ccccc1NS(C)(=O)=O)c1ccccc1 (stereo not drawn)	1.3	7	-5	0.6	5	101	0	-1	1
35	Cc1c(CC(=O)NCCCCCC(=O)O)c(=O)oc2cc3c(cc12)CCC(C)(C)O3	·	6	·	·	6	105	-15	5	-1
36	Cn1c(NNC(=O)c2c(F)cccc2F)cc(=O)n(C)c1=O	0.9	·	0	-0.3	-4	100	1	0	-4
37	Cc1cc(C)c(C(=O)C2OC(=O)C(C)(C)C(=O)C2(C)C)c(C)c1 (stereo not drawn)	-0.9	0	-1	-1.3	7	104	3	8	0
38	Cc1cc(Cl)ccc1OCC(=O)NCc1ccncc1	0.9	10	-2	1.1	-1	98	-3	10	-5
39	O=C(Nc1ccc(F)cc1)N(CCCN1CCOCC1)Cc1cc2cc3c(cc2[nH]c1=O)OCO3	-0.8	20	-21	-2.0	·	·	-6	-3	2
40	NS(=O)(=O)c1ccc(NC(=S)Nc2nn(Cc3ccc(Cl)cc3Cl)cc2Cl)cc1	-0.6	5	-13	-0.8	0	109	1	-2	-4
41	COc1ccc(Nc2nc(-c3sc(C)nc3C)cs2)cc1	0.1	24	-8	-2.6	1	103	-1	1	5
42	Cc1c(NC(=O)C(C)OC(=O)c2nc(Cl)ccc2Cl)c(=O)n(-c2ccccc2)n1C (stereo not drawn)	0.4	5	1	0.1	3	103	5	-11	-2
43	Cc1ccccc1N1CCN(CCN2C(=O)CC(=C3c4ccccc4-c4ccccc43)C2=O)CC1	-0.3	·	-2	-0.6	-6	95	-1	-1	-5
44	CN(C)S(=O)(=O)c1cccc(NC(=O)COC(=O)COc2ccc(Br)cc2)c1	13	·	-5	8.7	1	100	6	-12	-4
45	CCC(C)NC(=O)c1cn(-c2cccc(OC)c2)c(=O)c2ccccc12 (stereo not drawn)	-0.4	7	1	-0.1	1	100	2	-11	-12
46	CCCc1nc2c(c(=O)c3ccccc3n2C)c(=O)n1C1CCCCCC1	87*	44	-9	52*	8	96	-1	-2	1
47	COc1ccc(NC(=O)CC2C(=O)N(C)C(=S)N2Cc2cccs2)cc1 (stereo not drawn)	0.0	25	-11	1.4	0	103	8	-1	-3
48	CN(C)CCN(C(=O)/C=C/c1cccs1)c1nc2c(F)cc(F)cc2s1	0.0	59*	-7	0.4	1	119	1	-4	-11
49	CC(C)(C)C(=O)Nc1ccc(NC(=O)C(C)(C)C)cc1	0.8	28	6	1.3	-31	48	-19	-5	-6
50	COC(=O)c1nc2cc3c(cc2c(C)c1C(=O)OC)OCO3	-0.8	-4	-10	-1.7	-6	94	-18	-11	-2
51	COc1ccc(NC(=S)Nc2cccc(C)n2)cc1	-0.8	6	-8	-0.4	3	97	11	-8	-6
52	CCOc1ccccc1N1CCN(C(=O)c2c(CC)noc2C)CC1	0.0	·	-5	-0.6	·	·	·	·	-1
53	O=C(NC1C2CC3CC(C2)CC1C3)C1CCCCC1 (stereo not drawn)	2.3	20	-13	-0.7	-1	99	3	-11	-10
54	CC(=O)N(C)C1(c2nnnn2CCOC(=O)Nc2ccc(Cl)cc2)CCCCC1	0.0	-2	2	-0.3	8	105	1	3	-5
55	CC1CCCCN1C(=O)CN1CCC(c2nc3ccc(Cl)cc3[nH]2)CC1 (stereo not drawn)	-0.9	7	-4	-0.8	7	106	0	-5	-4
56	Clc1ccc(C2=NNC(=NCc3ccccc3)SC2)cc1	0.9	-5	-2	0.5	-4	93	-7	-3	-2
57	CC1=CCC(C(C)(C)NC(=O)c2ccccc2)C/C1=N\O (stereo not drawn)	-0.5	·	1	-0.5	-2	92	-10	-9	-5
58	COc1ccc(S(=O)(=O)Nc2ccc(F)cc2F)cc1C(=O)N1CCOCC1	-0.4	10	-5	0.6	-2	98	-1	-8	-8
59	CCN(CCCNC(=O)C1CCN(S(=O)(=O)CC)CC1)c1ccccc1	1.5	9	0	0.2	-2	96	8	-6	0
60	Cc1cc(C)cc(NC(=O)CSc2ccccc2)c1	0.2	-3	13*	-2.2	-7	93	10	17	-1

Three entries from above, arranged by count of non-hydrogen atoms, falling.
No.	structure	V1R ag counter	NALP1 inh	OXTR potentiate	OXTR ag	MEKK2 mut-MEK5	MEKK2wt PB1 HTS	PfM18AAP inh	GPR7 antagonist	GalR3 antag
48	CN(C)CCN(C(=O)/C=C/c1cccs1)c1nc2c(F)cc(F)cc2s1	0.0	59*	-7	0.4	1	119	1	-4	-11
50	COC(=O)c1nc2cc3c(cc2c(C)c1C(=O)OC)OCO3	-0.8	-4	-10	-1.7	-6	94	-18	-11	-2
51	COc1ccc(NC(=S)Nc2cccc(C)n2)cc1	-0.8	6	-8	-0.4	3	97	11	-8	-6

Next part:
No.	structure	V1R ag counter	NALP1 inh	OXTR potentiate	OXTR ag	MEKK2 mut-MEK5	MEKK2wt PB1 HTS	PfM18AAP inh	GPR7 antagonist	GalR3 antag
61	CCSc1nnc(NC(=O)NC(C)(C(F)(F)F)C(F)(F)F)s1	6.3	35	-8	2.5	-1	96	-7	-6	-4
62	CSc1ccccc1NC(=O)CN(C)Cc1ccc(Br)cc1	-1.4	23	-5	-2.0	22	106	1	-6	-3
63	Cc1cc(C)cc(NC(=O)NCC(O)COc2ccc([N+](=O)[O-])cc2)c1 (stereo not drawn)	2.1	-2	-10	-0.7	-3	98	4	14	-3
64	CCOC(=O)c1[nH]c2ccc(F)cc2c1NC(=O)CCN1CCOCC1	-1.1	33	-9	-0.6	-2	98	-4	-22	-1
65	CC1(C)Cc2c(c(-c3ccco3)[nH]c(=O)c2C#N)CO1	1.0	17	-8	2.6	2	109	5	-10	-3
66	CCn1c(=O)cc(OCC(=O)NCc2ccco2)c2ccccc21	-1.1	12	-2	-1.6	4	103	7	6	-5
67	N#C/C(=C\c1cccnc1)C(=O)Nc1cccc2ccccc12	1.2	12	-3	-1.5	0	91	-15	-4	-3
68	CC(=O)c1ccccc1C(=O)NCc1cccnc1	1.1	21	-1	0.8	0	112	-1	-9	-4
69	O=S(=O)(c1cccc(-c2n[nH]c(=S)n2-c2cccc(C(F)(F)F)c2)c1)N1CCOCC1	1.2	·	-4	2.0	·	·	·	·	-8
70	CSc1cccc(NC(=O)CN(C)S(=O)(=O)c2cnc[nH]2)c1	3.8	20	-5	0.7	6	103	0	-4	-4
71	O=C(CN1C2CCCC1CC(NC(=O)C1CCCCC1)C2)Nc1ccccc1 (stereo not drawn)	0.8	27	-11	-0.3	0	95	0	4	-8
72	CCc1ccc(-n2nc3cc(C)c(N)cc3n2)cc1	-0.4	5	0	0.3	15	110	3	-17	-5
73	CC(=O)c1ccc(Nc2cc(C)nc3c(C)cc(C)cc23)cc1	-1.0	25	0	-2.4	-4	103	7	23	-1
74	O=C(c1c[nH]c2ccc(F)cc2c1=O)N1CCCCCC1	0.1	5	-4	0.3	-17	109	0	0	-1
